Screens from PubChem.
TEAD-YAP inh: TEAD-YAP interaction inhibition; HEK-TIYL cells, TEAD-Gal4/YAP UAS-luciferase luminescence; inhibition, % at 9.12 µM; 1.4% of 640,000 active; AID 1259422; in the data active means inhibition above about 32%;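 further: 0% = median of test compound wells and 100% = reference inhibitor wells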
FBW7 activator: activators of human E3 ligase FBW7 | Q969H0 | AlphaScreen FBW7–phospho-cyclin E peptide binding, activator screen | normalized activity (activation), % at 26.1 µM | 0.13% of 650,000 active | AID 1259310; in the data active means normalized activity above about 1.9%;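 further: purified mutant Fbw7 with reduced substrate affinity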
GPR151 activ: activators of human GPR151. activation, % at 11.2 µM. Q8TDV0. 1% of 650,000 active. PathHunter beta-arrestin GPR151 cells, luminescence; in the data active means activation above about 4.9%;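 further: 0% = median of compound wells and 100% = cells with positive control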
Target sequence (Q8TDV0 whole entry, looked up): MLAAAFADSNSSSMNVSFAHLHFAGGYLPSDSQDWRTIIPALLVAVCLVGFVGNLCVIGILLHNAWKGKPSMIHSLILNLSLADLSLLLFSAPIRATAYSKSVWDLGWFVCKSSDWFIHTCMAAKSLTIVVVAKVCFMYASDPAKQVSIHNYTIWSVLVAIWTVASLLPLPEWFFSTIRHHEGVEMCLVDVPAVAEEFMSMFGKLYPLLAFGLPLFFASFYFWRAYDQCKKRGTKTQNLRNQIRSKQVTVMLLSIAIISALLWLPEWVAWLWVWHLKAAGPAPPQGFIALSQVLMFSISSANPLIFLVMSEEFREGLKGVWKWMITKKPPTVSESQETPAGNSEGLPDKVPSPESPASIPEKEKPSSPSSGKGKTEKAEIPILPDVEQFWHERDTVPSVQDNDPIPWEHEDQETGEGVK
MITF inh: blocks human microphthalmia-associated transcription factor | O75030 | AlphaScreen MITF homodimerization, bead proximity signal | inhibition, % at 2.6 µM | 0.91% of 650,000 active; in the data active means inhibition above about 50%;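 further: 0% = vehicle wells with protein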
Target sequence (O75030 whole entry, looked up): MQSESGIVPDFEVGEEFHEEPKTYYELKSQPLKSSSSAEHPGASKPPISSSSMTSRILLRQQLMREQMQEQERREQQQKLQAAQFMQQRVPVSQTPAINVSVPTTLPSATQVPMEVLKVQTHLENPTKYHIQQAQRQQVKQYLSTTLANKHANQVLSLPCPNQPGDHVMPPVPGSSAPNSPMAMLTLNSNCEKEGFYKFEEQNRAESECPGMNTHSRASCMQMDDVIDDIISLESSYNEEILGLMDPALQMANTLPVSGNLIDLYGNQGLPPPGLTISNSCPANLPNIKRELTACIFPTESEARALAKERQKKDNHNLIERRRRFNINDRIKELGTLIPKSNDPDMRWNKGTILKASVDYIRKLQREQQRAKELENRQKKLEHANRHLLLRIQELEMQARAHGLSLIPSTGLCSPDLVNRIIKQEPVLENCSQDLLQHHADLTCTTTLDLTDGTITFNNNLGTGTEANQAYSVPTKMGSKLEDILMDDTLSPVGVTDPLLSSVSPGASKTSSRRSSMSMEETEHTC
Starred values were filed as active, the others as inactive.

The line under a structure holds: TEAD-YAP inh	FBW7 activator	GPR151 activ	MITF inh
CCOC(=O)c1cc2sc(C)cc2n1CC(=O)N1CCc2ccccc21
→ 3	0.0	0.0	43
CCC(=O)N1CCCn2c1nc1ccccc12
→ 13	-0.1	0.6	2
COc1ccccc1-n1c(SCC(=O)OCc2ccccc2)nc2c(sc(=S)n2-c2ccc(C)c(C)c2)c1=O
→ -4	-0.2	1.0	-1
Cc1ccc(N(C(=O)NC(=O)Nc2ccc(Cl)cc2)S(=O)(=O)c2ccccc2)cc1
→ -1	0.0	-0.3	7
O=C(N/N=C\c1cc([N+](=O)[O-])ccc1O)c1cncc(Br)c1
→ 8	0.5	0.0	9
Cc1ccc(NC(=O)c2ccccc2I)c(C)c1
→ 1	0.0	1.5	1
CCCCn1c(=O)[nH]c(=O)c2c1nc(-c1ccc([N+](=O)[O-])cc1)n2CC
→ -3	0.4	-0.4	10
Nc1nc2ccccc2nc1NS(=O)(=O)c1cccs1
→ -4	-0.2	-1.6	0
CC(C(=O)Nc1cnn(-c2cccc(C(=O)Nc3ccc(N4CCOCC4)cc3)c2)c1)c1ccccc1 (stereo not given)
→ -6	-0.1	1.2	2
Fc1ccc(OCCCNC2CCCC2)cc1
→ 0	0.2	-1.0	-7
CCCCOC(=O)c1ccc(-n2c(=O)c(C#N)cc3c(=O)n4cccc(C)c4nc32)cc1
→ 3	0.0	0.0	4
NC(=O)c1ccccc1NC(=O)c1ccc(Cl)c(Cl)c1
→ -70	0.6	-1.3	11
CCOC(=O)c1[nH]c(C)c(CN(CCc2ccccc2)S(C)(=O)=O)c1C
→ -15	0.0	0.9	-11
CN(C(=O)CSc1ncccc1C(=O)O)C1CCCCC1
→ -10	0.2	1.5	-3
COc1ccc(-c2ncncc2-c2csc(C)n2)c(O)c1
→ -2	-0.1	1.8	-5
CCc1nn(CC(=O)NC2CCCCCC2)c(=O)c2cccn12
→ -7	0.0	1.5	-5
O=C(c1cccc(F)c1)N1CCN(S(=O)(=O)c2cccc([N+](=O)[O-])c2)CC1
→ 2	-0.1	-0.5	-6
COc1cc(Br)cc(/C=C2\SC(=Nc3cc(C)cc(C)c3)NC2=O)c1O
→ -4	0.1	0.3	-7
NS(=O)(=O)c1cc2c(cc1Cl)NC(c1ccc(Cl)c(Cl)c1)NS2(=O)=O (stereo not given)
→ -3	0.5	-1.5	19
Cn1ncc(C#N)c1NC(=O)c1cccc(Br)c1
→ 4	-0.1	1.4	2
O=C(c1cc2cc([N+](=O)[O-])ccc2s1)N1CCc2ccccc2C1
→ 0	0.1	-0.5	10
O=C1N[C@@H](Cc2ccc(O)cc2)C(=O)N2CCN(Cc3cccc4ncccc34)C[C@H]12
→ 0	0.0	-0.9	5
CSc1nc2sccn2c(=O)c1C(=O)NC1CC1
→ -3	0.1	-0.2	18
COc1cccc(-c2nc(CS(=O)(=O)CC(=O)NC(C)c3ccccc3)c(C)o2)c1 (stereo not given)
→ 4	-0.2	0.4	14
Cc1ccsc1CN1CCc2nc(N3CCCC3)[nH]c(=O)c2C1
→ 4	0.1	2.7	-8
O=c1[nH]c(CSC2=NCCCN2)nc2ccccc12
→ 13	0.5	3.9	1
CC12CCC(C(=O)Nc3ccc(Br)cc3)(OC1=O)C2(C)C (stereo not given)
→ 2	0.7	-0.6	12
CCCn1c(N(CC)CC)nc2c1c(=O)n(C)c(=O)n2C
→ 1	0.7	-0.5	7
C=CCOc1ccccc1/C=N/NC(=O)c1ccc(Cl)cc1
→ -1	-0.1	-0.1	3
CC(=O)Cc1nsc(Nc2ccc(C)c(Cl)c2)n1
→ -72	0.4	3.5	10
C=CCN1C(=O)/C(=C\c2cc(Br)ccc2OCC)C(=O)NC1=S
→ -8	-0.1	0.0	-16
COc1ccc(-n2nc(C(=O)NCC(=O)N3CCN(c4ccccn4)CC3)c3ccccc3c2=O)cc1
→ -8	-0.1	1.5	-9
COc1ccc(CNC(=O)Nc2ccc(F)cc2)cc1
→ -24	0.0	0.7	6
Cc1cc(C)c(OCC(O)CN2CCN(c3ccccn3)CC2)c(C)c1 (stereo not given)
→ -8	0.0	1.6	0
CN(C)CCN1C(=O)c2ccccc2C1=O
→ 13	0.0	-0.5	-14
CCCCN(Cc1ccccc1)c1ncnc(N)c1[N+](=O)[O-]
→ 8	-0.1	3.7	6
NC(=O)c1ccc2c(c1)no[n+]2[O-]
→ 11	0.5	-0.4	-1
O=C(CC1(C(F)(F)F)NCCN1)c1cccc2ccccc12
→ -2	-0.1	-0.8	13
CC(=O)NC(Cc1cccc(F)c1)C(=O)NC1CCN(C(=O)c2ccc(Cl)cc2)CC1 (stereo not given)
→ 2	0.3	-0.5	3
CS(=O)(=O)N1CCN(Cc2ccsc2)CC1
→ 0	-0.3	0.3	-6

Rewritten field by field: three of the compounds above
O=C(c1cc2cc([N+](=O)[O-])ccc2s1)N1CCc2ccccc2C1
  TEAD-YAP inh: 0; FBW7 activator: 0.1; GPR151 activ: -0.5; MITF inh: 10

CCCn1c(N(CC)CC)nc2c1c(=O)n(C)c(=O)n2C
  TEAD-YAP inh: 1; FBW7 activator: 0.7; GPR151 activ: -0.5; MITF inh: 7

CCCCN(Cc1ccccc1)c1ncnc(N)c1[N+](=O)[O-]
  TEAD-YAP inh: 8; FBW7 activator: -0.1; GPR151 activ: 3.7; MITF inh: 6

Ordered by SMILES length (ascending): 5 of the compounds above.
The line under a structure holds: TEAD-YAP inh	FBW7 activator	GPR151 activ	MITF inh
C=CCOc1ccccc1/C=N/NC(=O)c1ccc(Cl)cc1
→ -1	-0.1	-0.1	3
CCCCN(Cc1ccccc1)c1ncnc(N)c1[N+](=O)[O-]
→ 8	-0.1	3.7	6
Cc1cc(C)c(OCC(O)CN2CCN(c3ccccn3)CC2)c(C)c1 (stereo not given)
→ -8	0.0	1.6	0
CC(=O)NC(Cc1cccc(F)c1)C(=O)NC1CCN(C(=O)c2ccc(Cl)cc2)CC1 (stereo not given)
→ 2	0.3	-0.5	3
COc1ccc(-n2nc(C(=O)NCC(=O)N3CCN(c4ccccn4)CC3)c3ccccc3c2=O)cc1
→ -8	-0.1	1.5	-9

Carrying on.
The line under a structure holds: TEAD-YAP inh	FBW7 activator	GPR151 activ	MITF inh
C/C(=N\NC(=O)c1nnn(-c2nonc2N)c1-c1ccccc1)c1ccc(F)cc1F
→ 12	0.0	-0.5	7
CCOC(=O)CSC1=C(C#N)C(c2ccc(Cl)cc2Cl)CC(=O)N1 (stereo not given)
→ -10	-0.1	-1.8	-1
CC(C)(C)N/N=C/c1c(O)ccc2ccccc12
→ 9	0.1	-0.1	4
N#CC1=C(N)N(c2ccccc2Sc2ccccc2)C(=O)C1
→ 0	-0.2	-0.8	-9
Cn1c(=O)c2sccc2n2c(CCCC(=O)NCC3CCN(C4CCCC4)C3)nnc12 (stereo not given)
→ -5	0.1	1.0	10
Cc1ccc(S(=O)(=O)N(C(F)F)C(C)(C)C)cc1
→ -2	0.0	3.5	0
Cc1ccccc1CC1SC(N)=NC1=O (stereo not given)
→ -7	0.0	1.3	-1
CCc1ccccc1OCC(=O)NCCc1ccccc1
→ -32	-0.1	0.2	-9
CCCN(CCC)C(=O)CSc1nc2ccsc2c(=O)n1CCCCCC(=O)NCCc1ccc(OC)c(OC)c1
→ -5	-0.1	-0.1	0
Cc1cc(C)nc(NS(=O)(=O)c2ccc(NC(=O)c3ccc(-c4ccccc4)cc3)cc2)n1
→ -11	0.3	2.5	8
O=C(c1ccc2ccccc2c1)N1CCOCC1
→ -2	-0.2	2.2	-7
COc1ccc(-n2nc(C(=O)NCC(=O)NC3CCCCCC3)c3ccccc3c2=O)c(OC)c1
→ 2	0.0	-0.6	5
CSc1ccc2nc(NC(=O)c3ccccc3C)sc2c1
→ -39	0.0	-5.6	5
COc1ccc(/C=c2\sc3nc4ccccc4n3c2=O)cc1I
→ 8	0.3	0.5	2
CC(C)n1cnc2c(NCc3cccc(C(F)(F)F)c3)nc(-c3ccc(N4CCOCC4)nc3)nc21
→ 6	0.1	-0.4	-5
COc1ccc(CNC(=O)N2CCC(c3nnc(C4CC4)s3)CC2)cc1
→ 4	3.1*	0.4	5
O=C(CCN1CCOCC1)NNC(=S)NC(=O)C(c1ccccc1)c1ccccc1
→ 3	-0.3	0.7	11
CCN(CC)C(=O)C1CCCN(Cc2cccc(C(F)(F)F)c2)C1 (stereo not given)
→ -3	0.0	-1.0	18
O=[N+]([O-])c1ccc(CN2CCC(N3CCN(CCO)CC3)CC2)cc1
→ 5	-0.2	-0.8	53*
Cc1ccc(C)c(CSc2nc3ccsc3c(=O)n2CCCC(=O)NCCc2ccccc2)c1
→ -6	-0.1	1.7	3
COc1ccccc1/C=C/CN1CCNC(=O)C1CC(=O)NCCCC1CCCC1 (stereo not given)
→ 3	0.1	1.1	11
COc1ccc(C=C2C(=O)N(C)C(=S)N(C)C2=O)c2ccccc12
→ 7	-0.2	0.9	-3
Cc1ccc(S(=O)(=O)NCc2c(-c3ccccc3)c3cc(C)ccc3[nH]c2=O)cc1
→ 12	0.1	-0.1	15
O=C(Cc1ccccc1)NCC(=O)N1CCN(C(c2ccccc2)c2ccccc2)CC1
→ 6	0.8	-0.3	8
NC(=O)COC(=O)C(Cc1ccccc1)NC(=O)c1ccccc1 (stereo not given)
→ -1	0.3	-0.1	14
Cc1cc(N2CCOCC2)nc2ccc(NC(=O)/C=C/c3ccccc3Cl)cc12
→ 9	0.2	1.2	3
O=C(/C=C/N(c1ccccc1)c1ccccn1)C(F)(F)F
→ -6	0.1	0.1	3
COc1ccc(/C=C2\N=C3CCCN3C2=O)cc1
→ -69	-0.1	-2.5	-1
Cc1nc2cc(NC(=O)C3CC34CCN(Cc3ccc5c(c3)OCCO5)CC4)ccc2s1 (stereo not given)
→ -4	0.0	-0.8	-7
CCCn1ccc(NC(=O)C2CC(c3ccccc3O)=NO2)n1 (stereo not given)
→ -9	0.0	0.0	12
CNC(=O)C1CCCN(S(=O)(=O)N2CCOCC2)C1 (stereo not given)
→ 3	-0.1	2.7	6
Cc1cc(Br)ccc1OCC(=O)Nc1ccc(C(N)=O)cc1
→ -2	0.1	-0.1	5
O=C(NCC(O)c1ccc(Cl)cc1)c1cn(-c2ccc3[nH]ncc3c2)c2ccccc12 (stereo not given)
→ -8	0.2	-0.4	26
CC(=O)Nc1cccc(NC(=O)c2sc3ncn(CC(=O)N4CCCCC4)c(=O)c3c2C)c1
→ -11	0.4	-0.5	8
O=C(OCC(=O)N1CCOCC1)c1ccc(O)cc1
→ -6	0.1	-5.4	1
Cc1cc(N2CCc3c(nc(N4CC(C)OC(C)C4)[nH]c3=O)C2)nc(Cl)n1 (stereo not given)
→ -9	0.0	-0.4	-11
O=C(Nc1ccc2c(c1)OCCO2)C(c1ccc(F)cc1)N1CCCCC1 (stereo not given)
→ -12	1.2	-0.4	10
COc1ccc(CC2(CCC(=O)NC3CCOC3)CCC(=O)N2)c(F)c1 (stereo not given)
→ -2	0.0	-1.2	16
CCC1CCC(c2ccc(C3=N/C(=C/c4ccc5c(c4)OCO5)C(=O)O3)cc2)CC1 (stereo not given)
→ -8	0.1	-0.2	11
CC(C)(C)c1ccc(C(=O)N2N=C(c3ccncc3)CC2(O)C(F)(F)F)cc1 (stereo not given)
→ 2	0.1	0.4	2
CC(C)(C)c1ccc(CN2C3=NCCN3c3ccccc32)cc1
→ 16	0.7	3.7	1
CCN(CC)CCOc1cccc(C(C)=O)c1
→ 10	-0.1	-0.4	33
Cc1nnc(NC(=O)c2ccccc2C(F)(F)F)s1
→ 9	0.0	0.4	3
CCN1C(=O)C(O)(CC(=O)c2ccc(C(C)(C)C)cc2)c2ccccc21 (stereo not given)
→ 2	0.1	0.9	-9
COC(=O)c1sc(NC(=O)COc2ccc(Cl)c(C)c2)c(C#N)c1C
→ -3	0.3	0.7	8
CCOC(=O)c1sc(NC(=O)C(C)Sc2nnc(CNC(=O)c3ccc(OC)cc3)n2C)c(C(=O)OCC)c1C (stereo not given)
→ 10	0.2	-0.1	12
Cc1ccc(/C=C2\N=C(c3ccc(-c4ccccc4)cc3)OC2=O)cc1
→ -17	0.0	-0.1	-9
CCc1ccccc1NC(=O)C1CCN(S(C)(=O)=O)CC1
→ 4	0.2	-0.8	-6
CC(C)(C)N1C(=O)c2ccc(C(=O)Nc3ccc([N+](=O)[O-])cc3Cl)cc2C1=O
→ 4	0.0	6.6*	4
Cc1cccc2nc(-c3ccncc3)c(Nc3ccc4c(c3)OCO4)n12
→ 2	-0.1	0.9	14
CC(C)N=C1NN=C(c2cccs2)C(CC(=O)O)S1 (stereo not given)
→ 19	-0.1	-1.1	4
CCOc1ccc(NC(=O)Cn2c(C(=O)OC)ccc2-c2ccco2)cc1
→ -8	-0.1	-0.1	-2
O=C(Nc1ccc2oc(-c3cccnc3)nc2c1)c1cc2ccccc2o1
→ 4	-0.2	0.1	0
O=C1CCC(CCC(=O)N2CCC(c3nc4ccccc4o3)CC2)(Cc2ccco2)N1 (stereo not given)
→ 10	0.0	0.1	-10
COc1cccc2c1OC1(C)C(C(=O)Nc3ccc(Cl)cc3)C2NC(=S)N1c1ccc(Cl)cc1 (stereo not given)
→ -1	-0.1	1.6	2
O=C(Nc1cccc(Cl)c1)NC1(C(=O)NCc2cccs2)CCCCC1
→ 12	-0.1	-0.6	13
Cc1cc(NC(=O)Cc2ccccc2)n(-c2ncnc3c2cnn3-c2cccc(Cl)c2)n1
→ 15	0.3	-1.1	9
COc1cc2c(c(OC)c1)C(c1cccc(OC)c1OC)CC(=O)N2 (stereo not given)
→ 6	0.1	0.4	-1
CCCCSc1nnc2n(/N=C/c3ccc(O)c(OC)c3)cnn12
→ -13	0.6	0.0	-13
COc1ccc(CCNc2nc(Nc3ccnn3C)nc3c2ncn3CCN2CCCC2=O)cc1
→ 11	-0.1	0.0	0
